# GAA850 FXN act: frataxin GAA850 promoter activation. HEK293 lucGAA850 FXN promoter luciferase reporter, 24 h; percent of 10 µM SAHA response. activation, % at 6 µM. 360,000 tested, 0.56% active. AID 540364;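 active = activation above the average of all compounds screened plus 3 SD, cutoff fixed separately per campaign, cut at about 7.5% in these data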;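 also: 0% = DMSO wells and 100% = 10 µM SAHA wells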
# NPR1 activator: GC-A (human) enzyme activation; activation, % at 10 µM; P16066; HEK293 GC-A cells, cGMP TR-FRET, EC30 ANP; 0% at EC30 ANP, 100% saturating ANP; 370,000 tested, 0.14% active; AID 1671463; in the data active = activation above about 40%
# GC-B act: GC-B (human) receptor activation. P20594. HEK293-GC-B cells, CNP EC30, cGMP TR-FRET; 0% at EC30 CNP, 100% saturating CNP. activation, % at 10 µM. 370,000 tested, 0.11% active. AID 1920062;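 active = activation at 10 µM reaching about 35% in either raw or pattern-adjusted values, limit read from the data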
# hcDAF-12 act: H. contortus DAF-12 activation, primary screen; AID 652067; 370,000 tested, 1.4% active; HEK293 hcDAF-12 lit1-tk-luc reporter, luminescence; 0% DMSO, 100% Δ7-dafachronic acid; activation, % at 6.8 µM;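 active = activation above the mean of all tested compounds plus 3 SD, cut at about 5.5% in these data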;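 also: 100% = response to 3 µM Δ7-dafachronic acid high control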
# DAX1 inh-1: inhibitors of DAX1 repression of SF-1 activated StAR promoter | HEK293T StAR-luciferase reporter, SF-1/DAX-1 repression relief | inhibition, % at 6.8 µM | 370,000 tested, 1.1% active | AID 652010;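 active = inhibition above the mean over all tested compounds plus 3 SD, cut at about 3.6% in these data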;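 also: 0% = DAX-1 cells with DMSO and 100% = cells lacking DAX-1 with DMSO; higher inhibition means more luminescence from relief of DAX-1 repression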
# DAX1 inh-2: inhibitors of human orphan nuclear receptor DAX1 (NR0B1). P51843. HEK293 Gal4-DAX1 luciferase reporter, luminescence. inhibition, % at 6.75 µM. 340,000 tested, 0.99% active. AID 504766;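 active = inhibition above the mean over all tested compounds plus 3 SD, cut at about 4.2% in these data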;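 also: 0% = DAX1-transfected cells with DMSO and 100% = empty-vector control cells with DMSO; inhibition shows as a rise in luminescence from relieved DAX1 repression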
# Target sequence (P51843 207-470 limits assumed): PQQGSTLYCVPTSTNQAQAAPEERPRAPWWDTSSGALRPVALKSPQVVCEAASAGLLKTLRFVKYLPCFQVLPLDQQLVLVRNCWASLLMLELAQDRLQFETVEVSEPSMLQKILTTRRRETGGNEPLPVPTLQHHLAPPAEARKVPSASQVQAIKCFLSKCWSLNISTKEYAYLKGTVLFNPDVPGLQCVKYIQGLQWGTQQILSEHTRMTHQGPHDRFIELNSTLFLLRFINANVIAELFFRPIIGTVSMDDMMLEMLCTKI
# hgDAF12 agonist: activates the H. glycines DAF-12 receptor ligand-binding domain. HEK293 GAL4-hgDAF12 UAS-luciferase reporter, agonist luminescence; normalized to butyrate control. 370,000 tested, 1.8% active. activation, % at 6.8 µM;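 active = activation above a cutoff set at the mean of all screened compounds plus 3 SD, cut at about 10% in these data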;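 also: 0% = DMSO wells and 100% = sodium butyrate wells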
# KLK7 zymogen act: activates the human kallikrein-7 zymogen. 370,000 tested, 0.9% active. AID 652039. P49862. activation, % at 7 µM. purified proKLK7, EDANS-DABCYL substrate fluorescence; 100% is mature enzyme control, 0% vehicle;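 active = activation above the mean of all tested compounds plus 3 SD, computed per campaign excluding outliers beyond control limits, cut at about 13% in these data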
# Target sequence (P49862 whole entry, looked up): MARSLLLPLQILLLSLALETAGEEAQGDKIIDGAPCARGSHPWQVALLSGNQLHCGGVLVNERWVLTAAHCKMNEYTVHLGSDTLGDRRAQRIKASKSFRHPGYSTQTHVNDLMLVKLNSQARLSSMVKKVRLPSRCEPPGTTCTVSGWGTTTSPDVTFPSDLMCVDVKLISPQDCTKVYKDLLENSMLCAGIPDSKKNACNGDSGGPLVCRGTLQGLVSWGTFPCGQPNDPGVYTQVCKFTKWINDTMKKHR
# ssDAF12 agonist: activates DAF-12 receptor from parasite S. stercoralis; HEK293 ssDAF-12/GRIP1 lit1-tk-luc reporter, luminescence; % of 3 µM dafachronic acid response; activation, % at 6.8 µM; 370,000 tested, 1% active;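 active = activation above the mean over all tested compounds plus 3 SD, cut at about 0.9% in these data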;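 also: 0% = DMSO-only wells and 100% = 3 µM delta7-dafachronic acid wells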
# HGIII-sPLA2 inh: Inhibits HGIII-sPLA2 liposome hydrolysis, primary screen | Q9NZ20 | QFRET BODIPY PC-A2 liposome hydrolysis, fluorescence | inhibition, % at 12.2 µM | 370,000 tested, 0.56% active | AID 743126;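 active = inhibition above mean plus 3 SD of compounds lying within the high and low control bounds, cut at about 19% in these data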;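 also: 0% = median of test compound wells and 100% = no enzyme DMSO wells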
# Target sequence (Q9NZ20 whole entry, looked up): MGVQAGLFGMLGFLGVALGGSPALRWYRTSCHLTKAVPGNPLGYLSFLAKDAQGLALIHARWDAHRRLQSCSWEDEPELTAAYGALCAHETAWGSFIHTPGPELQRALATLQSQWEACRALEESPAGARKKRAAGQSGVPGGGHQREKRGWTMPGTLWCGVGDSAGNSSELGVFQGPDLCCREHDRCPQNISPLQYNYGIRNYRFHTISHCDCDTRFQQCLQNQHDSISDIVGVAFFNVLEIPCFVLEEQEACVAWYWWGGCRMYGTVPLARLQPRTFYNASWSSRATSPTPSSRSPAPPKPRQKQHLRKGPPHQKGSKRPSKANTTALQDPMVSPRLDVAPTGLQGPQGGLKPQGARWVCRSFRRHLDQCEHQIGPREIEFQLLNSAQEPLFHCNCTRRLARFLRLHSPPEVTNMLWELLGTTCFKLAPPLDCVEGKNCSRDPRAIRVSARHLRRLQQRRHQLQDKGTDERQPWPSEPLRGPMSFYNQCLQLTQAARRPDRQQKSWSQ
# SMARCA2 act: increases SMARCA2 function in MMTV reporter cells; activation, % at 9.1 µM; MG213 cells, MMTV-luciferase reporter, dexamethasone, overnight; AID 652017; 370,000 tested, 1% active; in the data active = activation above about 7.8%;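 also: 0% = vehicle wells and 100% = reference activator wells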
# Numbers without * were called inactive; . = no result given.
SMILES,GAA850 FXN act,NPR1 activator,GC-B act,hcDAF-12 act,DAX1 inh-1,DAX1 inh-2,hgDAF12 agonist,KLK7 zymogen act,ssDAF12 agonist,HGIII-sPLA2 inh,SMARCA2 act
CSc1cccc(NC(C)C(=O)NCc2ccccc2)c1 (stereo unspecified),-0.9,2,1,-0.6,-1.3,-0.8,-1.9,-0.1,-1.3,-7,-5
COCCN(C(=O)CSc1nnc2cc(C)c3ccccc3n12)c1c(N)n(Cc2ccccc2)c(=O)[nH]c1=O,1.3,4,-1,-1.5,-0.9,-1.3,-1.2,0.3,-0.7,-1,-1
Cc1cccc(NC(=O)CN2C(=O)COc3ccc(Cl)cc32)c1,1.1,-1,-3,-0.7,-0.2,-0.7,0.2,-0.8,0.1,2,-2
Cn1ccnc1SCC(=O)Nc1cc(F)ccc1F,0.2,0,0,-2.8,0.4,1.2,0.1,-0.2,-0.9,5,0
CC(=O)N1CC(C)Sc2ccc(S(=O)(=O)NC3CCCCC3C)cc21 (stereo unspecified),-0.1,4,6,-3.8,-0.5,0.1,-2.9,0.3,-1.0,-6,-1
O=C(c1ccccc1)N1N=C(c2ccccc2)CC1c1cccs1 (stereo unspecified),1.0,-28,-11,-1.6,-0.6,-0.2,-3.3,0.2,-1.1,3,-3
O=C(CSc1cccc2cccnc12)N1CCCC1,6.8,8,9,-0.8,-1.1,0.3,-3.0,3.3,-1.5,4,6
CN(C)CCN(Cc1ccc(Cl)cc1)c1ccccn1,0.8,-21,-17,-1.8,-0.6,0.6,3.1,1.1,-1.8,-9,-2
Cc1ccc(N2CC(C(=O)Nc3ccc(S(=O)(=O)Nc4ncccn4)cc3)CC2=O)cc1C (stereo unspecified),1.9,0,1,-0.8,0.4,1.8,-1.1,-0.5,-0.6,5,-2
CC(OC(=O)CC1CC2CCC1C2)C(=O)Nc1cccc(S(=O)(=O)N2CCOCC2)c1 (stereo unspecified),2.7,-1,-1,-0.6,0.0,-1.0,1.6,0.2,-1.1,-30,-1
Cc1c(N(C(=O)c2ccccn2)C2(C(=O)NC3CCCC3)CCCCC2)c(=O)n(-c2ccccc2)n1C,0.8,-2,-1,0.5,-1.4,0.5,-1.5,0.5,-2.0,4,0
Cc1ccc(OCC(=O)Nc2c3c(nn2C(C)(C)C)CS(=O)(=O)C3)cc1,0.5,5,0,-0.1,1.1,-0.1,0.7,1.0,-0.9,3,-1
Cc1ccc(Cn2c(S(=O)(=O)O)nc3ccccc32)cc1,-13,0,4,0.6,-0.3,-0.2,0.6,-0.6,-1.2,-20,0
COc1ccc(NC(=O)c2ccc3snnc3c2)cc1,5.8,4,-3,1.9,1.4,1.0,3.0,0.2,-0.9,7,4
CC(C)[C@H](NC(=O)c1ccccc1Cl)C(=O)OCC(=O)NCc1ccc2c(c1)OCO2,0.4,0,-7,-0.8,-1.0,0.3,-1.2,0.4,-1.4,-1,0
CCc1ccc(NC(=O)CCC(=O)c2ccccc2)cc1,-0.5,-3,-2,-1.8,0.1,3.5,1.0,-0.2,-1.4,-6,-2
COc1ccc(C(C#N)=Cc2ccc(N(C)CCC#N)cc2)cc1,4.3,1,3,-0.1,0.4,-0.1,8.2,0.5,-0.4,-2,-1
COc1cc(OC)cc(C(=O)N(Cc2ccco2)c2c(N)n(Cc3ccccc3)c(=O)[nH]c2=O)c1,0.4,-4,-4,-0.6,-0.4,-0.3,-0.1,-0.4,-1.3,-2,7
CCOC(=O)c1c(C)[nH]c(N=Nc2cccc(OC)c2)c1C,5.5,-1,-3,5.9*,4.9*,2.5,16*,0.2,-0.2,-14,0
NC(=O)c1nsc(C(=O)N(Cc2ccco2)C(C(=O)NCc2ccccc2)c2ccc(O)cc2)c1N (stereo unspecified),-4.6,-20,-10,-4.3,-1.2,-2.5,-6.5,3.7,-1.6,-26,-1
CCOC(=O)C1CCN(S(=O)(=O)c2c(C)n(C)c(=O)n(C)c2=O)CC1,-0.5,0,2,-0.4,1.3,3.7,-2.4,-0.2,-0.8,2,-1
O=C(N/N=C/c1cccnc1)c1ccco1,2.9,-5,1,1.3,0.1,3.5,6.3,0.1,-0.3,-5,10*
Cc1cc(-c2ccc(S(=O)(=O)N3CCN(c4cccc(C(F)(F)F)c4)CC3)s2)on1,4.2,0,3,-0.3,0.1,-0.2,-1.3,-0.3,-0.7,2,-2
O=C(COc1cc2oc(=O)c3c(c2cc1Cl)CCC3)NCCCN1CCOCC1,1.1,3,-1,0.8,-1.7,0.5,1.1,0.7,-1.2,6,1
CN(C)c1ccc(/C=C2/NC(=O)NC2=O)cc1,0.8,-24,-16,2.5,1.0,0.7,11*,-3.3,-1.1,13,5
Cc1ccc(S(=O)(=O)N2CCN(CCOc3cccc(C)c3)CC2)cc1,1.6,0,-1,-2.4,-1.9,0.7,-2.2,0.4,-1.1,-13,-5
CC(=O)N/C(=C\c1cccs1)C(=O)O,0.7,1,-2,-1.1,0.0,1.1,-1.0,0.1,-0.5,3,-3
Cc1c[nH]c2cccc(-c3ccc4c(c3)OCO4)c12,.,-1,-1,-1.5,0.3,.,7.7,0.8,-1.1,3,-3
Oc1ccc2ccccc2c1C=Nc1ccccc1-c1nc2ccccc2[nH]1,0.1,-3,-3,1.1,1.7,2.4,8.5,38*,-0.1,-7,5
Cn1c(N=NC(=O)c2ccccc2)c(O)c2ccccc21,-0.1,-9,-10,13*,5.8*,-1.9,21*,0.6,2.1*,14,1

# Fetched one by one from the list above (2):
SMILES,GAA850 FXN act,NPR1 activator,GC-B act,hcDAF-12 act,DAX1 inh-1,DAX1 inh-2,hgDAF12 agonist,KLK7 zymogen act,ssDAF12 agonist,HGIII-sPLA2 inh,SMARCA2 act
COc1cc(OC)cc(C(=O)N(Cc2ccco2)c2c(N)n(Cc3ccccc3)c(=O)[nH]c2=O)c1,0.4,-4,-4,-0.6,-0.4,-0.3,-0.1,-0.4,-1.3,-2,7
Cc1ccc(N2CC(C(=O)Nc3ccc(S(=O)(=O)Nc4ncccn4)cc3)CC2=O)cc1C (stereo unspecified),1.9,0,1,-0.8,0.4,1.8,-1.1,-0.5,-0.6,5,-2

# Next records:
SMILES,GAA850 FXN act,NPR1 activator,GC-B act,hcDAF-12 act,DAX1 inh-1,DAX1 inh-2,hgDAF12 agonist,KLK7 zymogen act,ssDAF12 agonist,HGIII-sPLA2 inh,SMARCA2 act
COC(=O)c1[nH]c2ccccc2c1NC(=O)CN1CCCCCC1,2.1,-2,-2,1.4,-0.3,-0.6,-0.3,0.0,-0.1,-11,-1
COCCNC(=O)C1(C)CCCN(C(=O)c2ccccc2OC(F)(F)F)C1 (stereo unspecified),-0.8,0,1,-1.6,0.2,.,-0.7,0.0,-0.6,2,3
COC(=O)c1ccc(CN2C(=O)NC(CC(C)C)C2=O)cc1 (stereo unspecified),-1.2,1,-1,-0.9,-0.8,1.0,4.6,0.6,-0.3,-1,0
CCOC(=O)N1CCN(Cc2nc3cc([N+](=O)[O-])ccc3n2C)CC1,-0.8,3,4,-1.0,0.0,0.9,-3.2,0.4,-1.1,12,-1
COc1ccc(S(=O)(=O)N2CCN(C(=O)c3ccccc3Cc3ccccc3)CC2)cc1OC,-0.3,-11,-2,0.5,0.8,0.3,-2.9,0.4,-0.8,-2,0
CC(=O)Nc1ccc(NC(=O)CSc2nnc3ccc(-c4ccc(F)cc4)nn23)cc1,0.1,3,-2,-2.1,-0.7,-0.8,-1.7,-0.2,-1.5,7,-3
COc1ccc(CCNC(=O)c2cccc3c2C(=O)N(C2CCCCC2)C3)cc1OC,2.1,0,5,-4.3,-4.7,-1.1,-0.6,-0.1,-0.7,-11,0
Cc1ccc(S(=O)(=O)N2[C@@H](c3ccc(C(C)(C)C)cc3)C(C(=O)O)=CC[C@H]2c2ccc3c(c2)OCO3)cc1,-1.1,-3,-1,-1.1,-0.8,-0.1,3.8,-0.3,-1.6,-10,0
Cc1cccc(NC(=S)NC(=O)c2ccco2)c1C,3.0,3,-3,-0.4,1.6,2.1,6.4,-0.1,-0.8,8,1
O=C(Nc1nnc(Cc2ccc([N+](=O)[O-])cc2)s1)Nc1ccccc1F,2.5,-6,-1,0.0,-0.6,0.7,-0.7,0.4,-1.9,5,-2
Cc1ccc(C)c(C(=O)CSc2nnnn2-c2cccnc2)c1,1.2,0,-1,-1.6,0.7,0.5,0.2,0.4,-0.5,-22,-1
CCOc1ccc(-c2cc(NC(=O)Cn3ncc4c3-c3ccccc3OC4)on2)cc1OCC,1.3,1,-3,-1.6,-0.7,-0.3,3.9,0.3,-0.4,-19,-3
CCCCn1cnc2c(SCc3ccc(Cl)cc3)nc(N)nc21,5.0,18,27,-2.4,-0.9,-1.0,-1.8,0.4,-1.6,-4,-1
O=C(Cc1cccs1)Nc1cccc(C(=O)Nc2ccc(C(=O)O)cc2)c1,1.1,0,2,1.0,0.5,.,-0.1,0.4,-0.3,0,-1
Cc1ccc2nc(Cc3ccc(N)cc3)oc2c1,5.1,0,7,0.6,0.8,1.6,6.9,-0.2,-0.3,3,-1
CN1CCN(C(=O)CN(C2CCCCC2)S(=O)(=O)c2ccc(Br)cc2)CC1,0.9,-11,-10,0.4,-0.6,0.5,3.4,0.0,-0.9,-3,0
Cc1[nH]c2ccc(F)cc2c1CCN(Cc1ccco1)C(=S)NC(C)(C)C,-2.2,-7,-5,1.6,-0.3,-1.6,0.9,0.4,-2.3,-11,-4
CCOc1ccc(C(=O)NNC2CC(=O)N(Cc3ccc(Cl)cc3)C2=O)cc1OC (stereo unspecified),1.3,-2,-4,-0.2,0.1,-1.1,-0.5,-0.1,-1.8,-6,1
CN(C)c1ccc(C(=O)c2ccccc2C(=O)O)cc1[N+](=O)[O-],2.4,3,-2,0.8,0.2,0.1,-2.4,-0.1,0.4,-3,0
CCC(C)NC(=O)C1(NC(=O)Nc2ccccc2)CCCCC1 (stereo unspecified),0.4,0,2,-1.5,-0.4,0.1,-0.8,0.0,-1.1,4,0
Cc1cc(SCC(=O)N2CCCC2)nc2ccccc12,0.3,1,1,-0.6,-0.1,-2.5,-0.7,-0.6,-0.7,-6,1
CC1(C)NC(=O)N(CCC(=O)Nc2ccc(C(C)(C)C)cc2)C1=O,-0.4,1,5,-0.1,0.2,0.7,-1.2,0.5,-0.7,0,3
Cc1cc(-n2c(C)cc(C(=O)CSc3ccccn3)c2C)no1,3.4,0,8,1.1,2.1,1.5,8.5,0.6,0.3,2,0
CCn1c(SCC(=O)Nc2cc(S(=O)(=O)N3CCOCC3)ccc2OC)nnc1-c1ccncc1,0.4,-5,3,-1.5,-0.6,1.1,-0.3,-0.2,-1.1,-3,5
Cc1ccc(S(=O)(=O)N(C)CC(=O)N2CCCC2)cc1,-0.1,2,2,0.7,-0.5,-0.5,0.9,-0.1,-1.1,-1,-2
COC(=O)c1ccc(C2NC(C(=O)O)CS2)cc1 (stereo unspecified),1.3,0,1,0.2,-1.0,4.6*,3.7,-0.6,-1.3,0,5
CCN(CC)S(=O)(=O)c1cccc(-c2n[nH]c(=S)n2CC(C)C)c1,0.6,0,-3,-2.2,-0.9,2.0,0.3,-0.1,-2.0,14,-5
